# PABP1 MLLE inh: blocks PAM2 peptide binding to the PABP1 MLLE domain. 360,000 tested, 0.36% active. GST-MLLE / FITC-PAM2 fluorescence polarization. AID 588489. inhibition, % at 20 µM; in the data active = inhibition above about 35%, passing the limit was not always enough;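 also: plate controls were DMSO wells with GST-MLLE for no effect and wells lacking GST-MLLE protein for full effect; some results filed as inactive read as strong as hits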
# Target sequence (P11940 whole entry, looked up, the tested form may be a part): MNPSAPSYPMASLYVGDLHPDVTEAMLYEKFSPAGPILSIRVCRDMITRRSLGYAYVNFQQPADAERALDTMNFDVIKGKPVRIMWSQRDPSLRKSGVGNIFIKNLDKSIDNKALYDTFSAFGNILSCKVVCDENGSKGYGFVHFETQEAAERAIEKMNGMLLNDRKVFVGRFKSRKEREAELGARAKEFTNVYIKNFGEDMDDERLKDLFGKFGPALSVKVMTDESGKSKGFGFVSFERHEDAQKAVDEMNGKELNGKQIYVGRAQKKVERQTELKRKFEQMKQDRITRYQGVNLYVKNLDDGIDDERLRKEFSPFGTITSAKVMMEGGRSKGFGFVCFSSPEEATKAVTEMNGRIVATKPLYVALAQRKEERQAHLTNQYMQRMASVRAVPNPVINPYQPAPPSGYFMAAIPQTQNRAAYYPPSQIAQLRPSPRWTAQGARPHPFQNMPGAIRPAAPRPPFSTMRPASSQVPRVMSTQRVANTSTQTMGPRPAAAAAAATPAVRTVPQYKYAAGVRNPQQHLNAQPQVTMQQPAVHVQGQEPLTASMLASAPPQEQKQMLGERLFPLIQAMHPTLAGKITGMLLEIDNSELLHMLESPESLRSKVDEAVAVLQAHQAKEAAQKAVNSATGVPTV
# MsrA inh: bovine MsrA inhibition | purified bovine MsrA, absorbance read-out | inhibition, % at 15.5 µM | 360,000 tested, 0.75% active; in the data active = inhibition above about 4.5%;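 also: 0% = vehicle wells with enzyme and 100% = reference inhibitor wells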
# FAS-TE inh: FAS thioesterase (human) inhibition; recombinant FAS-TE, OMFH fluorogenic substrate, fluorescence endpoint; inhibition, % at 15 µM; 360,000 tested, 0.67% active;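 active = compounds whose normalised, plate-corrected inhibition of enzyme fluorescence in the single-dose primary screen is 50% or more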;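 also: 0% = DMSO with enzyme and 100% = substrate without enzyme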
# Rin1-Abl PPI inh: human Rin1-Abl interaction inhibition. P00519+Q13671. TR-FRET Rin1/Abl binding, biochemical. inhibition, % at 7.35 µM. 360,000 tested, 0.4% active; in the data active = inhibition above about 5%, passing the limit was not always enough
# Rpn11 block: inhibitors of human proteasome Rpn11 | human 26S proteasome, Ub4-pepOG fluorescence polarization; 20S core pre-blocked with epoxomicin | calls only at 20 µM | 360,000 tested, 0.59% active | AID 588493;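 active = inhibition at 20 µM, scaled to each plate's controls, above about 33%, limit read from the data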
# E coli Lon inh: E. coli protease La inhibition. P0A9M0. purified E. coli Lon protease, fluorescence polarization. inhibition, % at 7.94 µM. 360,000 tested, 0.42% active; in the data active = inhibition above about 13%, passing the limit was not always enough;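 also: 0% = enzyme with probe and DMSO and 100% = no enzyme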
# MsrA act: bovine methionine sulfoxide reductase A activation | AID 602163 | 360,000 tested, 0.3% active | purified bovine MsrA, absorbance read-out | activation, % at 10.6 µM; in the data active = activation above about 7.5%;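 also: 0% = vehicle and 100% = reference activator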
# CSN inh: blocks human CSN-mediated cullin deneddylation | Q92905 | Purified CSN, SCF-Nedd8-OG deneddylation, fluorescence polarization | inhibition, % at 12.5 µM | 360,000 tested, 0.38% active | AID 651999;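 active = pattern-corrected inhibition above about 35%, with an unprinted fluorescence ratio check between 0.5 and 1.5, limit read from the data, passing the limit was not always enough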;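 also: 0% = enzyme with substrate and 100% = substrate without enzyme; some results filed as inactive read as strong as hits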
# Target sequence (Q92905 whole entry, looked up, one chain of several): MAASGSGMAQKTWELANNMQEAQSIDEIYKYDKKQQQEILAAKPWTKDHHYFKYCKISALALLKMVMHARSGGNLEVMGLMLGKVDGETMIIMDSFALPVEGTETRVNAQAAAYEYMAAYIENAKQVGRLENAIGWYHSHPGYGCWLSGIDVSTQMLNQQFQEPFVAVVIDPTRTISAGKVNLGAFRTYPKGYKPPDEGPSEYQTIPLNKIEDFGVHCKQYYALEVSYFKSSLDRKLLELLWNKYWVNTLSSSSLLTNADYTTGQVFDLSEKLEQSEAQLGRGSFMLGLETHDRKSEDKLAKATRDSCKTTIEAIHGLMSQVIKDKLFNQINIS
#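 Schedule: reaction 90 min, room temperature / Assay system: HEK293T-derived human Csn5 enzyme / Input: Csn5 at 0.24 nM final / Measure: inhibition of Csn5 cleavage, % / Control set: substrate-only high control, full reaction low control / Technique: fluorescence polarization of the substrate / Buffer or medium: Tris/NaCl/DTT buffer, pH 7.5 / Reagent: SCFSkp2-Nedd8OG substrate at 10 nM final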
# MT1-MMP act inh: blocks activation of human MT1-MMP. 360,000 tested, 0.061% active. AID 651647. GFP/RFP ratio change, % at 20 µM. HT1080 RFP-PRO-GFP cells, GFP/RFP ratio fluorescence, overnight; percent of plate control window, DMSO zero;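 active = GFP/RFP ratio change of at least 30% with cell ATP level not reduced by more than half and red fluorescence within 50% of control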; also: strong numbers were not always called active
#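 Material: RFP-PRO-GFP reporter HT1080 cells. Dosing: single-point 20 µM compound, 1% DMSO. Controls: DMSO and RFP-L50D-GFP cell wells. Timing: cells overnight before dosing, compound overnight, 37 °C, 5% CO2. Measure: GFP/RFP fluorescence ratio.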
# * = called active by the depositor; i = inactive; · = no result given; + = active, no number.
# Order of values: Rpn11 block	Rin1-Abl PPI inh	MsrA act	E coli Lon inh	MT1-MMP act inh	MsrA inh	FAS-TE inh	PABP1 MLLE inh	CSN inh
> COc1ccc(S(=O)(=O)N2CCCC2C(=O)NCc2ccccc2Cl)cc1 (stereo not given)
    i	2.6	-4.8	-16.2	-1.5	0.2	0.2	-0.2	-8.7
> COc1ccccc1/C=C/C=N/NC(=O)c1cc(-c2ccco2)[nH]n1
    i	-2.2	-5.2	-8.8	3.1	2.2	2.3	-12.6	44.9*
> O=C(/C=C/c1cccc(C(F)(F)F)c1)Nc1cccc(C(F)(F)F)c1
    i	0.5	1.1	-4.0	-27.7	0.6	34.7	-3.2	-0.6
> O=C(COC(=O)c1c(F)cccc1F)Nc1ccc2[nH]c(=O)[nH]c2c1
    i	-3.6	-3.9	0.2	-1.3	0.4	-4.4	-13.8	-0.9
> CC(C)NC(=O)NC(=O)CSc1ccc(S(=O)(=O)N2CCOCC2)cn1
    i	-1.1	-9.5	-1.4	4.9	-0.4	0.8	27.6	2.7
> O=C(c1ccc(=O)oc1)N1CCOCC1
    i	-2.6	-2.9	-9.3	1.3	3.0	-4.2	2.6	23.0
> Cc1ccc(C(=O)Cn2nnc3ccccc32)cc1C
    i	1.7	-3.6	-4.0	-1.1	1.9	-0.9	2.6	-1.8
> COc1ccc(C(=O)NC2CCCc3ccccc32)cc1 (stereo not given)
    i	1.1	-0.8	-1.7	-3.1	1.0	1.8	8.2	-1.0
> O=C(CN1c2cccc3cccc(c23)S1(=O)=O)NCc1ccc2c(c1)OCO2
    i	4.9	-0.8	-11.8	-16.8	1.2	18.4	-30.9	1.1
> CCC(C(=O)OCc1csc(CC(=O)Nc2ccccc2C)n1)c1ccccc1 (stereo not given)
    i	-1.4	-0.6	-8.3	3.2	-0.2	18.7	-4.0	1.9
> c1coc(-c2ccnc(-n3cccc3)n2)c1
    i	-0.2	-4.0	3.7	-1.3	0.7	5.0	5.1	-8.3
> CCOC(=O)CC(NC(=O)c1cccc2c1C(=O)N(Cc1cccnc1)C2)c1ccc(OC(C)C)cc1 (stereo not given)
    i	-1.4	-9.1	3.9	-0.3	-0.3	-2.0	14.2	-3.2
> CCN(CC)c1ccc(/C=N/NC(=O)c2c[nH]c3ccccc23)cc1
    i	0.2	-16.0	4.7	-0.1	2.3	4.1	1.7	-5.6
> CC(C)c1ccc(NC(=S)NCc2ccc3c(c2)OCO3)cc1
    i	2.9	1.6	3.7	-4.9	-0.2	24.1	-52.5	-5.2
> O=C(O)CCC(=O)Nc1ccc(Cc2ccc(NC(=O)CCC(=O)O)c(O)c2)cc1O
    i	3.6	1.6	-6.5	1.5	1.6	-5.6	-19.3	9.1
> CCOC(=O)c1c(N2C(=O)Nc3ccccc3N2O)n[nH]c1-c1cccc(Cl)c1
    i	-2.2	-10.0	-4.8	-2.0	0.6	-11.9	2.6	-0.9
> NC(=O)c1cccnc1Sc1ccc(Cl)cc1
    i	1.6	-0.8	8.1	1.0	0.2	9.9	19.1	-1.2
> Cc1ccc(-n2nc3c(c2NC(=O)C2CC2)CS(=O)(=O)C3)cc1C
    i	1.4	-2.5	-2.0	0.9	1.5	-3.6	1.0	1.9
> N#C/C(=C\c1ccccc1)C(=O)N1CCN(c2ccccc2F)CC1
    i	-1.0	-1.8	-4.9	-0.1	0.8	16.8	-7.8	0.9
> COc1ccc(C(=O)c2ccccc2O)c(O)c1
    i	-1.4	-5.7	-7.1	-2.4	0.9	4.3	1.2	0.9
> CCc1ccc(NC(=O)COC(=O)Cn2cnc3ccccc32)cc1
    i	0.5	0.6	8.0	0.0	0.3	-5.1	4.0	-1.6
> Cc1nc2ccc(NC(=O)NCc3ccco3)cc2s1
    i	0.6	-12.9	-16.5	6.9	-0.8	-0.6	7.1	1.8
> C=CCSc1nnc(NC(=O)C23CC4CC(CC(NC(C)=O)(C4)C2)C3)s1
    i	0.7	-1.6	-4.5	2.2	0.0	-7.5	-7.9	8.4
> CCOC(=O)c1cc(CC)sc1/N=C/C1=C(O)CC(C)(C)CC1=O
    i	-0.5	-1.7	-10.9	8.2	-0.3	5.1	26.6	-1.6
> COc1ccc2[nH]c3c(c2c1)CCN1C(=O)C(CC(=O)NCCN2CCOCC2)C[C@H](C(=O)N2CCOCC2)[C@@]31CCC1CCCC1 (stereo not given in full)
    i	-2.4	-5.6	-0.1	-2.5	2.2	43.8	-2.1	-1.0
> Cc1ccc(S(=O)(=O)NCC(=O)OCC(=O)NCc2cccs2)cc1
    i	3.4	-1.0	-2.5	0.2	0.8	-3.5	1.0	-1.6
> COc1ccc(-c2ccc(N3C(c4ccsc4)=Cc4ccc(F)cc4C3c3c[nH]c4ccccc34)cc2)cc1 (stereo not given)
    ·	·	0.7	5.5	-19.0	1.3	-45.3	·	3.3
> Cc1ccc(Oc2nc(-c3ccccn3)nc3ccccc23)cc1
    i	-2.9	-9.9	2.2	4.4	0.3	1.9	8.0	2.4
> CCOC(=O)C1(Cc2ccccc2)CCN(Cc2cccc3nccnc23)CC1
    i	-1.2	-7.1	-0.5	-3.6	-0.2	-3.8	-1.6	0.0
> CCCCc1n[nH]c2c1/C(=N/O)CC(c1ccccc1)C2 (stereo not given)
    i	3.2	-4.9	-1.5	-14.1	-1.2	-53.1	8.8	-2.0
> NCCCCC(N)c1cn([C@@H](CCC(=O)O)C(=O)N2CCNCC2)nn1 (stereo not given in full)
    i	0.1	-1.8	0.6	-0.2	0.8	-9.6	-8.8	-5.4
> CCOc1ccc(OCCCCn2cnc3ccccc3c2=O)cc1
    i	5.5	-8.2	5.6	2.6	-0.2	15.1	10.9	2.8
> CCc1ccc(C2C(C#N)=C(N)Oc3n[nH]c(CC(=O)OC)c32)cc1 (stereo not given)
    i	2.4	2.2	-15.9	4.6	0.4	-11.0	3.2	-1.2
> O=C(Cc1ccccc1)NCCc1c[nH]c2ccccc12
    i	-1.6	-3.7	2.4	2.7	0.3	-3.6	0.9	-0.4
> O=C(Cc1ccccc1)Nc1ccc(C(=O)O)cc1
    i	0.1	-4.6	-2.9	7.5	-1.2	-4.6	1.6	2.8
> COc1cc(NC(=O)Cn2cnc(C(=O)Nc3ccc(C)c(C)c3)n2)cc(OC)c1OC
    i	-2.5	-3.9	-1.5	8.0	-0.3	-7.7	-28.7	23.1
> CC(C)c1cccc(C(C)C)c1NC(=O)COC(=O)[C@H](C)NC(N)=O
    i	-0.5	-2.4	-1.3	0.3	0.0	-6.3	-8.7	1.8
> Cc1ccc(C(=O)NCCc2cccs2)cc1
    i	-0.6	-10.8	-3.0	3.8	-0.1	-14.1	5.4	-3.0
> CCCc1cc(=O)[nH]c(SCC(=O)c2ccc3c(c2)OCCO3)n1
    i	0.8	1.9	-18.8	-0.4	0.8	3.3	-6.0	-0.8
> CC(=O)Nc1cc(C(=O)NCc2ccco2)ccc1Sc1ccc(C)cc1
    i	0.7	-2.0	-3.5	2.7	0.0	-8.8	-7.9	-9.0
> O=C1Nc2cccc3c2N(CCC3)C2=C1CCC2
    i	0.1	-1.8	0.2	-6.0	-0.2	-4.3	12.1	-1.6
> Cc1c(NC(=O)CSc2cccc3cccnc23)c(=O)n(-c2ccccc2)n1C
    +	-3.7	-0.8	-7.2	16.9	-0.2	-3.7	19.6	0.4
> N#CC1=C2SCN(Cc3ccccc3)CN2C(=O)CC1c1ccccc1F (stereo not given)
    i	0.6	-10.5	-17.4	2.9	·	-6.6	-42.8	-0.5
> CN(c1cc(=O)n2ccccc2n1)C1CCCCC1
    i	2.2	-6.5	-9.1	2.0	0.9	-2.9	-5.8	0.2
> Cn1nnnc1SCC(=O)Nc1ccc2c(c1)OCCO2
    i	3.4	0.5	-0.6	-0.9	0.3	0.5	12.6	11.6
> COc1ccc(C(=O)COC(=O)CNC(=O)c2ccc(OC)cc2)cc1
    i	0.6	-5.2	-7.4	-2.4	0.2	-0.7	0.1	1.3
> CCc1nc2sc3ccccc3c(=O)c2c(=O)n1Cc1ccc(OC)cc1
    i	-1.5	-3.3	3.5	2.1	-0.7	15.7	-4.8	2.9
> COc1ccccc1-c1csc(C(O)c2ccccc2)n1 (stereo not given)
    i	2.5	-3.3	3.6	-0.7	-0.5	2.3	1.3	0.7
> NC(=O)CN1CCN(CCN2C(=O)c3cccc4cccc(c34)C2=O)CC1
    i	-6.1	-3.1	8.5	0.7	2.9	-7.1	6.4	-2.2
> CC(C)CC1C(=O)N(Cc2cn(CCC3OCCCO3)nn2)CCS(=O)(=O)N1Cc1ccc(-c2cccc(N(C)C)c2)cc1 (stereo not given)
    i	-6.7	-0.7	-0.6	5.1	-0.7	4.5	1.3	-0.4

# The list goes on.
# Order of values: Rpn11 block	Rin1-Abl PPI inh	MsrA act	E coli Lon inh	MT1-MMP act inh	MsrA inh	FAS-TE inh	PABP1 MLLE inh	CSN inh
> O=C(NCCCn1ccnc1)C(=O)NCC1OCCN1S(=O)(=O)c1ccc(Br)cc1 (stereo not given)
    i	3.2	-5.1	-0.4	1.2	-0.4	-13.8	6.2	-1.9
> O=C(Nc1ccc2c(c1)C(=O)NC2=O)c1ccccc1Cl
    i	-2.3	-2.7	4.0	-0.2	-0.5	-5.3	14.4	5.9
> O=C(COC(=O)c1cccc(NS(=O)(=O)c2ccc(F)c(F)c2)c1)NC(=O)NC1CCCC1
    i	-3.6	-5.9	2.5	-0.3	-0.8	10.6	-4.4	-11.3
> O=C(Oc1cccc(NC(=O)c2ccccc2Cl)c1)c1ccc([N+](=O)[O-])cc1
    i	5.7	-0.3	-10.1	1.0	0.6	27.7	2.5	-2.3
> COC(=O)c1ccccc1NC(=O)C1CCCN(S(C)(=O)=O)C1 (stereo not given)
    i	0.7	-0.1	-4.1	3.5	0.5	-3.2	-5.2	0.3
> O=C(COC(=O)c1c(F)cccc1F)NCc1cccs1
    i	0.4	-8.4	-8.8	2.2	2.2	-5.6	-5.2	1.4
> COc1ccc(-c2[nH]c(-c3ccc4c(c3)OCO4)nc2-c2ccccc2)cc1
    i	-1.5	-1.8	3.2	7.3	2.1	30.6	1.8	-0.8
> c1ccc(-c2nc(N3CCNCC3)nc3ccccc23)cc1
    i	-1.9	-7.7	-2.6	-8.4	-0.2	-18.9	-5.4	-0.1
> CCOC(=O)C(NC(=O)c1ccccc1)(Nc1cccc(C)n1)C(F)(F)F (stereo not given)
    i	-0.1	-0.9	7.8	0.6	0.1	3.7	-0.8	-5.7
> CCOc1ccc(Oc2ccc(Cl)cc2NC(=O)CCNC(C)=O)cc1
    i	-2.0	-3.6	-3.1	3.9	-1.3	-1.4	7.7	1.7
> CN(c1ccccc1)S(=O)(=O)c1ccc(NC(=O)COc2ccccc2)cc1
    i	0.4	-10.9	0.8	-1.0	-0.4	33.1	9.3	-2.7
> O=C(/C=C/c1ccc2c(c1)OCO2)NC1CCCC1
    i	-0.2	-1.8	-7.1	-2.0	0.9	-4.6	-8.6	-2.2

# Whole records, quoted from the list:
# O=C(COC(=O)c1c(F)cccc1F)NCc1cccs1 across the screens: Rpn11 block = i; Rin1-Abl PPI inh = 0.4; MsrA act = -8.4; E coli Lon inh = -8.8; MT1-MMP act inh = 2.2; MsrA inh = 2.2; FAS-TE inh = -5.6; PABP1 MLLE inh = -5.2; CSN inh = 1.4
# O=C(NCCCn1ccnc1)C(=O)NCC1OCCN1S(=O)(=O)c1ccc(Br)cc1 (stereo not given) across the screens: Rpn11 block = i; Rin1-Abl PPI inh = 3.2; MsrA act = -5.1; E coli Lon inh = -0.4; MT1-MMP act inh = 1.2; MsrA inh = -0.4; FAS-TE inh = -13.8; PABP1 MLLE inh = 6.2; CSN inh = -1.9
